Cneo AK release: Cryptococcus neoformans cell lysis inducers, primary screen, AK release luminescence, single concentration; lysis activity, % at 15 µM; C. neoformans lysis, adenylate kinase release luminescence, 4 h; normalised: neutral wells 0, clomiphene wells 100; actives 0.2% (n = 360,000);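 active means mean lysis activity across replicates of at least 80%, whatever share of replicates individually reach that level; inactive means mean lysis activity below 80%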
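Assay system: Cryptococcus neoformans yeast cells / Dosing: single-point compound dose / Timing: 4 h at 37 °C static, read 1 h later / Measured by: luminescence of released adenylate kinase using an AK detection reagent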
LGR2 antag: inhibitors of bursicon-induced LGR2 CRE-luciferase signal, primary screen, cell-based, HEK293, CRE-luciferase reporter, bursicon stimulation | bursicon-stimulated, 4 h | actives 0.35% (n = 380,000) | inhibition, % at 9.99 µM | Drosophila bursicon receptor LGR2 (rickets);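 active means drop in luminescence signal, shown as inhibition above about 50% in the replicate tests, limit read from the data, passing the limit was not always enough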;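 further: agonist challenge used bursicon conditioned medium at about half maximal strength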
Xi reactivation: activators of inactive X chromosome reactivation, primary screen, imaging, XiGFP fibroblasts, GFP high-content imaging, set 2; actives 0.055% (n = 360,000); activation, % at 7.58 µM; XiGFP mouse fibroblasts, % GFP-positive cells imaging, 3 d; cells co-treated with 5-aza-dC sensitizer; scaled so ellipticine positive control = 100%; AID 743238, 2013;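 active means mean normalized replicate activation at least 10% and every replicate at or above 10%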;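 further: 0% = median of on-plate neutral control wells and 100% = ellipticine 6 µM median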
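System: XiGFP fibroblasts, SV40-immortalized. Medium: DMEM plus 5-aza-dC sensitizer. Doses: single point. Timing: 3 d treatment, 15 min room-temperature fixation. Control set: ellipticine 6 µM.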
SIRT5 block: SIRT5 desuccinylase inhibitors, primary screen, biochemical, fluorescence imaging, single point, set 5; inhibition, % at 15 µM; Purified SirT5, succinyl-peptide AMC, trypsin-coupled fluorescence; NAD-dependent protein deacylase sirtuin-5, mitochondrial (Homo sapiens), Q9NXA8; actives 1.1% (n = 330,000); AID 652115, 2013; in the data active means inhibition above about 15%
Target sequence (Q9NXA8 whole entry, looked up): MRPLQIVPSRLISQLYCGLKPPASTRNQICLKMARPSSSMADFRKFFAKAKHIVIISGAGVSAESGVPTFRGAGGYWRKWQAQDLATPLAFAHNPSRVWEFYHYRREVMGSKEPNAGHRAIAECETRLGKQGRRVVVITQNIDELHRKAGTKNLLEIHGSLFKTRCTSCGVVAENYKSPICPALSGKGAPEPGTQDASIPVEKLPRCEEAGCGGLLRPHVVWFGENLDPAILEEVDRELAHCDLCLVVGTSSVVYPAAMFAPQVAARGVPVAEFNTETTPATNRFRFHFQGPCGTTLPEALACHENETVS
ERAP1 HTS inh: human ERAP1 aminopeptidase inhibitors, primary screen, biochemical, single point, plate reader | actives 0.15% (n = 340,000) | recombinant ERAP1, Leu-AMC fluorescence, 60 min | inhibition, % at 10.7 µM | AID 652197, 2013 | Endoplasmic reticulum aminopeptidase 1 (Homo sapiens), Q9NZ08;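 active means mean replicate inhibition of at least 30%, or all replicates individually reaching that 30% level; inactive means mean below 30% and not every replicate reaching it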;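 further: 0% = neutral control wells and 100% = L-leucinethiol positive control wells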
Statin myotox sup: suppressors of statin myotoxicity in C2C12 myotubes, primary screen, cell-based, single point, plate reader. C2C12 myotubes + simvastatin, ATP luminescence, 48 h; scaled: DMSO 0, geranylgeraniol control 100. rescue of ATP level, % at 7.49 µM. actives 0.78% (n = 330,000);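 active means mean ATP rescue above about 67%, or every replicate alone reaching that limit, limit read from the data, passing the limit was not always enough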;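 further: myotubes were challenged with 10 µM simvastatin during compound exposure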
S100A4 MyoIIA: inhibitors of S100A4-myosin IIA peptide binding, primary screen, biochemical, fluorescence polarization, TAMRA-MyoIIA peptide; Protein S100-A4 (Homo sapiens), P26447; actives 0.14% (n = 360,000); AID 652163, 2013; inhibition, % at 10.7 µM;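 active means mean inhibition of at least 70% across replicates, with every replicate also reaching that level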
Target sequence (P26447 whole entry, looked up): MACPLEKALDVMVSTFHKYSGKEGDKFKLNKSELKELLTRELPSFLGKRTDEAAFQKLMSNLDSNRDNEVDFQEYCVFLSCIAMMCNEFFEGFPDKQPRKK
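Material: human S100A4 monomer with TAMRA-labelled myosin IIA peptide; buffer or medium: HEPES pH 7.2 with CaCl2, KCl, NaCl, DTT, Triton; compound dosing: one concentration per compound; schedule: 5 min incubation before reading; benchmarks: neutral control DMSO, positive control TFP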
PGC1a acetyl inh: inhibitors of PGC1a acetylation signal, primary screen, cell-based, U2OS, AlphaScreen, inhibitor mode | AID 651687, 2012 | inhibition, % at 15.6 µM | actives 0.17% (n = 350,000) | AlphaScreen anti-acetyl-lysine; with virally co-expressed GCN5 acetyltransferase;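 active means every replicate shows inhibition of at least 40%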;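 further: 0% = neutral control wells and 100% = positive control wells; some results beyond the cut were filed as inactive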
An asterisk follows results filed as active; . = no result given. Only part of the results is shown (hit frequency here may not be typical).

molecule	Cneo AK release	LGR2 antag	Xi reactivation	SIRT5 block	ERAP1 HTS inh	Statin myotox sup	S100A4 MyoIIA	PGC1a acetyl inh
O=C(N/N=C/c1ccncc1)c1cc2ccccc2cc1O	0.3	-17.2	0.0	8.5	0.1	-8.4	7.7	1.6
CC(=O)Nc1ccc(NC(=O)C(C)Sc2nnc(-c3cccs3)o2)cc1 (stereo not drawn)	-2.6	-0.2	-0.1	-0.6	-2.9	4.6	-1.4	-0.8
CC(=O)N1CCCc2ccc(NS(=O)(=O)c3ccc(C)c(C)c3)cc21	0.4	-6.5	0.0	-2.6	-5.6	36.4	6.4	-16.0
CCC(=O)N1CC2(C1)[C@H](c1ccc(-c3cccc(C)c3)cc1)[C@@H](CO)N2S(C)(=O)=O	.	4.4	0.1	-1.1	-1.8	.	-1.2	-4.4
COc1ccc2c3c([nH]c2c1)[C@@H](CO)N(C(=O)C1CCC1)CC31CN(C(=O)NC(C)C)C1	.	0.8	0.2	0.1	0.7	.	9.1	-1.3
O=C(COC(=O)c1ccc(F)c(S(=O)(=O)N2CCOCC2)c1)Nc1ccc2c(c1)OCO2	-8.9	-8.4	0.1	-1.8	1.3	13.3	0.1	.
C1CCN(C2CCN(c3nc4nonc4nc3N3CCSCC3)CC2)C1	.	.	0.2	-1.1	0.4	.	-7.2	.
COC(=O)c1ccc(NC(=O)CN(c2ccc(C)cc2)S(=O)(=O)c2c(C)nn(C)c2C)cc1	-3.2	12.3	.	-0.2	-4.4	-0.6	4.0	-21.5
C[C@H]1CN([C@@H](C)CO)C(=O)c2cc(C#CC3(O)CCCC3)cnc2O[C@H]1CN(C)C(=O)CN(C)C	-2.2	-16.7	-0.7	3.7	-3.2	.	13.8	15.6
O=C(CC12CC3CC(CC(C3)C1)C2)NC(Cc1ccccc1)C(=O)O (stereo not drawn)	-0.1	-31.5	0.2	-2.2	-6.7	-2.3	-1.8	-4.7
O=C(Cc1ccc(Br)cc1)NC1CCSC1=O (stereo not drawn)	.	12.5	0.0	-0.5	3.2	.	3.6	0.2
Cc1noc(C)c1C(=O)N1CCC(CO)(Cc2ccccc2)CC1	.	5.3	0.0	0.9	1.4	.	-2.0	13.2
CCN1C(=O)[C@H]2[C@@H](c3ccc(-c4ccc(F)cc4)cc3)N[C@@](Cc3ccccc3)(C(=O)OC)[C@H]2C1=O	-0.9	10.3	0.0	9.5	1.3	9.8	-4.7	-15.7
COc1ccc(NS(=O)(=O)c2ccc(Cl)c(C(=O)O)c2)cc1S(=O)(=O)N1CCCCC1	.	-8.7	-0.1	-0.1	4.8	.	-1.7	.
Cc1ccc2c(c1)N(C(C)C(=O)NCCc1ccccc1)C(=O)CO2 (stereo not drawn)	0.0	-11.7	.	0.1	2.5	3.7	-0.8	-7.7
CC(=O)N/C(=C/c1ccc2c(c1)OCO2)C(=O)Nc1ccccc1	.	-16.1	0.0	0.6	-0.4	.	2.9	.
Cc1ccc(CN2CCN(c3ccccc3)CC2)o1	0.3	6.1	0.0	1.3	3.1	12.9	-3.6	4.7
COCCCn1c(SCC(=O)NC(C)(C)C)nnc1-c1ccccc1	-0.3	-5.3	.	.	.	1.9	.	-2.5
CCC(C)Sc1ccc([C@@H]2[C@H]3C(=O)N(CC)C(=O)[C@H]3[C@]3(C(=O)OC)CCCN23)cc1OC (stereo partly drawn)	0.3	8.1	0.2	-1.2	-0.1	16.4	-14.1	25.5
COCCNC(=O)C[C@@H]1C[C@H]2c3cc(NC(=O)Nc4ccc(OC)cc4)ccc3O[C@H]2[C@@H](CO)O1	-4.9	-15.6	0.6	-3.1	1.3	6.3	-3.1	-9.1
C[C@@H]1CN([C@@H](C)CO)C(=O)c2cc(NC(=O)Cc3ccccc3)ccc2O[C@@H](C)CCCCO[C@@H]1CN(C)C(=O)NC1CCCCC1	1.3	24.2	0.0	0.9	0.6	.	-4.0	10.7
C[C@H]1CN([C@@H](C)CO)C(=O)CCCn2cc(nn2)CO[C@H]1CN(C)C(=O)Nc1ccc(N2CCN(C)CC2)cc1	2.3	-7.3	0.0	1.5	0.7	-3.0	2.7	4.2
O=C1NC[C@H](Cc2ccc(O)cc2)N(CCc2cccc(F)c2)C1=O	.	19.8	-0.2	.	-0.5	.	-3.4	.
CCCNC(=O)N1CC(=O)N2[C@H](CO)[C@@H](c3ccc(C#Cc4cccc(F)c4)cc3)[C@@H]2C1	.	9.9	0.0	0.8	1.1	.	5.7	-2.2
CCOC(=O)NC(=O)C(=CNc1ccccc1C)C(=O)NC(=O)OCC	-2.5	6.8	0.0	5.3	2.2	0.1	4.5	9.1
Cc1cc(F)ccc1S(=O)(=O)N1CCCOC1CNC(=O)C(=O)NCc1ccccn1 (stereo not drawn)	0.5	1.2	0.0	-0.4	2.2	-1.4	-8.4	10.6
N=c1c(S(=O)(=O)c2ccc(Cl)cc2)cc2c(=O)n3ccccc3nc2n1CCc1ccccc1	1.1	-6.5	0.3	-0.9	2.1	-34.4	0.1	.
COc1ccc(OCC(=O)N2CCc3ccccc3C2)cc1	-2.2	-7.3	0.1	5.8	-1.5	-5.0	5.2	-7.7
COCC(C)NC(=O)c1cc(-c2ccc(O)cc2)on1 (stereo not drawn)	-2.0	-10.6	0.4	1.5	3.9	3.5	1.2	4.7
C[C@@H]1CCCCO[C@H](CN(C)C(=O)Nc2ccc(F)cc2)[C@H](C)CN([C@@H](C)CO)C(=O)c2cc(NC(=O)Nc3ccc(F)cc3)ccc2O1	0.1	10.2	0.3	6.8	2.9	.	4.4	-4.1
CN=C1C=C/C(=N/N=c2\ccn(O)cc2C)C=C1C	-2.3	-17.0	0.0	5.0	5.7	-6.4	-7.6	-7.8
O=C(Cn1c(=O)cnc2ccccc21)NNC(=O)c1ccc(Cl)cc1	-0.5	7.9	0.0	-2.8	3.6	5.8	-2.1	0.2

Three compounds already listed, arranged by the number in ERAP1 HTS inh, ascending.
Molecule | ERAP1 HTS inh
CCOC(=O)NC(=O)C(=CNc1ccccc1C)C(=O)NC(=O)OCC | 2.2
C[C@@H]1CCCCO[C@H](CN(C)C(=O)Nc2ccc(F)cc2)[C@H](C)CN([C@@H](C)CO)C(=O)c2cc(NC(=O)Nc3ccc(F)cc3)ccc2O1 | 2.9
CN=C1C=C/C(=N/N=c2\ccn(O)cc2C)C=C1C | 5.7

More compounds.
Structure	Cneo AK release	LGR2 antag	Xi reactivation	SIRT5 block	ERAP1 HTS inh	Statin myotox sup	S100A4 MyoIIA	PGC1a acetyl inh
O=C(OCC(=O)N1CCCCCC1)c1ccc(Br)c(S(=O)(=O)N2CCOCC2)c1	2.5	-11.1	0.2	.	-0.4	-5.0	-0.1	2.7
C[C@@H]1CN([C@@H](C)CO)S(=O)(=O)c2ccc(C#CC3CC3)cc2O[C@@H]1CN(C)C(=O)C1CCCCC1	.	-1.6	-0.9	.	.	-49.5	.	-1.1
Cc1nnc(NC(=O)c2ccc3c(c2)C(=O)N(CCC(C)C)C3=O)s1	0.7	3.9	.	.	.	-19.8	.	-7.8
Cn1cnc(S(=O)(=O)N2CCCCN3[C@H](C2)[C@@H](c2ccc(-c4cccc(F)c4)cc2)[C@@H]3CO)c1	-0.1	14.8	0.2	1.2	1.6	-8.1	-3.7	4.8
O=C(CNC(=O)c1ccc(-c2ccccc2)cc1)OCc1c(F)cccc1Cl	.	-13.1	0.1	-2.8	7.5	.	-10.7	.
CCCCn1c(N)c(N(CCOC)C(=O)c2ccc(-c3ccccc3)cc2)c(=O)[nH]c1=O	1.1	-15.8	0.2	-14.5	-1.9	1.8	1.4	.
C[C@@H]1CN([C@H](C)CO)C(=O)Cc2cc(NS(=O)(=O)c3ccc(Cl)cc3)ccc2O[C@H]1CN(C)Cc1ccc(-c2ccccc2)cc1	.	28.8	-0.3	.	.	51.5	.	-3.2
C[C@H]1CN([C@@H](C)CO)C(=O)c2cc(NC(=O)C3CCCCC3)ccc2O[C@@H]1CN(C)CC1CCCCC1	-2.8	3.4	-0.8	1.6	0.0	-7.9	3.0	-10.3
O=C(NCCNc1ccc([N+](=O)[O-])cc1)c1cc(F)c(F)cc1Cl	-1.3	0.9	0.0	3.7	3.1	-7.4	0.7	-1.9
CSc1ccc(CN2CCC(C)(Oc3ccccc3)C2)cc1 (stereo not drawn)	-1.1	0.2	-0.1	-1.4	6.5	-7.1	9.4	-19.5
O=S(=O)(Cc1ccccc1)NCC[C@H]1CC[C@H](NS(=O)(=O)c2ccc(F)cc2)[C@H](CO)O1	-2.1	-14.7	0.2	-1.7	1.7	13.2	-2.6	-1.1
Cn1c(=O)c2[nH]c(N=NNc3ccccc3F)nc2n(C)c1=O	.	3.7	0.2	1.9	.	10.9	-0.6	7.0
CN1CCN(c2ccc(Cl)cc2NC(=O)/C=C/c2ccc(F)cc2)CC1	4.9	-37.8	0.0	-2.1	-4.0	-27.5	3.0	-6.5
Cc1c(OCC(=O)NCc2ccncc2)ccc2c3c(c(=O)oc12)CCCC3	5.0	-7.4	0.1	0.3	3.4	-102.7	3.5	-4.0
C[C@H](CO)N1C[C@H](C)[C@@H](CN(C)C(=O)Cc2ccccc2)OCCCC[C@H](C)Oc2ccc(NC(=O)Cc3ccccc3)cc2C1=O	4.7	9.3	0.5	3.1	-2.7	5.4	-12.9	10.7
CN(CC(=O)Nc1ccc(N2CCOCC2)cc1)C(=O)CC(c1ccccc1)c1ccccc1	0.4	-2.6	0.1	0.5	-15.1	-18.0	-4.9	-8.6

Limited to PGC1a acetyl inh, S100A4 MyoIIA and Statin myotox sup, for some of the entries so far:
molecule,PGC1a acetyl inh,S100A4 MyoIIA,Statin myotox sup
O=S(=O)(Cc1ccccc1)NCC[C@H]1CC[C@H](NS(=O)(=O)c2ccc(F)cc2)[C@H](CO)O1,-1.1,-2.6,13.2
Cn1c(=O)c2[nH]c(N=NNc3ccccc3F)nc2n(C)c1=O,7.0,-0.6,10.9
CN1CCN(c2ccc(Cl)cc2NC(=O)/C=C/c2ccc(F)cc2)CC1,-6.5,3.0,-27.5
Cc1c(OCC(=O)NCc2ccncc2)ccc2c3c(c(=O)oc12)CCCC3,-4.0,3.5,-102.7
C[C@H](CO)N1C[C@H](C)[C@@H](CN(C)C(=O)Cc2ccccc2)OCCCC[C@H](C)Oc2ccc(NC(=O)Cc3ccccc3)cc2C1=O,10.7,-12.9,5.4

Assay outcomes (PubChem BioAssay)
